Vif-APOBEC3G blk: qHTS for Inhibitors of Vif-A3G Interactions: qHTS | DNA dC->dU-editing enzyme APOBEC-3G (Homo sapiens), Q9HC16 | HeLa A3G-eYFP + Vif (tagged APOBEC3G with the HIV-1 protein that degrades it), YFP fluorescence, overnight | Potency, µM (titrated, usually from 46.1 µM), for the others: at the highest dose activity, negative = active, usual class: inhibitors | 410,000 tested, 0.076% active;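 further: potency means the concentration at half of the fitted maximal effect; on the % scale 0 is the no-effect control and ±100 the full control effect; nearly all actives have a fitted effect of over 60% in size; hits raise eYFP signal because A3G escapes Vif-driven loss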
Target sequence (Q9HC16 whole entry, looked up): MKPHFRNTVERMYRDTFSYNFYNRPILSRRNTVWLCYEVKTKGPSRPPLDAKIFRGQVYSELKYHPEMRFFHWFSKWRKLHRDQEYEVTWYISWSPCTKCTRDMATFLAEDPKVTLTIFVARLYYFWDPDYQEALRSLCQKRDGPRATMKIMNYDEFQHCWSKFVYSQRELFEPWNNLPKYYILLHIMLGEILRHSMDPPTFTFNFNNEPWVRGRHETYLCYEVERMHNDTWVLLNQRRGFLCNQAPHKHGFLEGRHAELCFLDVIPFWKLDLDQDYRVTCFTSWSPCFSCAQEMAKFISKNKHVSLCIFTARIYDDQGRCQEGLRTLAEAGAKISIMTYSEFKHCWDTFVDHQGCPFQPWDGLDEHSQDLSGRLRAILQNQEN
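HeLa cells stably expressing Vif and C-terminally eYFP-tagged A3G, seeded overnight at 37 deg C, then exposed to compound by pintool overnight at 37 deg C. Rise in yellow fluorescence (Ex 488/Em 500-530, Acumen) marks blocked Vif-driven A3G degradation.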
LDHA block: qHTS assay for inhibitors of human lactate dehydrogenase. L-lactate dehydrogenase A chain (Homo sapiens), P00338. purified LDHA, NADH/diaphorase-resazurin fluorescence; hits give low values. activity change, % (values are at about 110 or 230 µM). 480,000 tested, 0.15% active. AID 1347041, 2019; in the data active means activity change below about -30%; inconclusive means mostly about -25% to -30%;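 further: plate controls were DMSO wells for no effect and wells without enzyme for full effect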
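Human LDH5 (2 nM) was incubated with 0.06 mM NADH and 0.2 mM pyruvate for 5 min at room temperature in Tris pH 7.4. Remaining NADH was coupled through diaphorase/resazurin, and resorufin fluorescence was read at 0 and 20 min.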
D1 potentiator: Potentiators of Human D1 Dopamine Receptor: qHTS. D(1A) dopamine receptor (Homo sapiens), P21728. HEK293 TREx D1 cells, calcium flux, dopamine EC20 potentiation. potentiation, % at 10 µM. 360,000 tested, 0.036% active; in the data active means potentiation above about 30%; further: 0% is about no effect
Target sequence (P21728 whole entry, looked up): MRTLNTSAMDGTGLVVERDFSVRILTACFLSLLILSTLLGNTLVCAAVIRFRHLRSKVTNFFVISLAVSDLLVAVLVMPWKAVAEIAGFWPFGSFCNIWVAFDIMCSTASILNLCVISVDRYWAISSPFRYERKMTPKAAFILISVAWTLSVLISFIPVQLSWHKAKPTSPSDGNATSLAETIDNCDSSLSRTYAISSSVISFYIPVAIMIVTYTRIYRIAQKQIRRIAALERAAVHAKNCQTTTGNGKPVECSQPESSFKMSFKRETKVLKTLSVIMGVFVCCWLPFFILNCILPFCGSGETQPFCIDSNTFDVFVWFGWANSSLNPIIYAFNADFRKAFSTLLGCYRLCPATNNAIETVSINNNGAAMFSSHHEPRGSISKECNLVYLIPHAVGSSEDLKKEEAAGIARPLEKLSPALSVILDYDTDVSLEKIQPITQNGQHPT
Glioma ERSR ind: qHTS for Inducers of the Endoplasmic Reticulum Stress Response (ERSR) in Human Glioma: qHTS; 420,000 tested, 0.02% active; Potency, µM, inactives show at the highest dose activation, actives largely listed as activators; U87-MG GRP78 promoter luciferase reporter, 16 h; further: potency means the concentration at half of the fitted maximal effect; series mostly up to about 76 µM; % of control where 0% means no effect; nearly all actives have a fitted effect of over 35% in size
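Stably transfected U87-MG human glioma cells carrying a GRP78-based luminescent sensor were seeded at 1000 cells/well, pin-dosed with compounds and incubated 16 h. Luciferase reagent was then added, and end-point luminescence was read after 10 min at room temperature.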
D2 PAM: HTS Assay for Positive Allosteric Modulators of the Human D2 Dopamine Receptor: Primary Screen for Potentiators; D(2) dopamine receptor (Homo sapiens), P14416; HEK293 T-REx D2, calcium flux, EC20 dopamine potentiation; 340,000 tested, 0.34% active; AID 485347, 2010; potentiation, % at 10 µM;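 active means potentiation over 3 SD above the plate norm, cut at about 30% in these data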; further: 0% is about no effect
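Calcium flux readout, no-wash dye, 1 read/s. Inducible HEK293 Trex D2 line, overnight 30 C. Compound alone 180 s (agonist flags), then EC20 dopamine, another 180 s to score potentiation.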
Vif-A3F inh: qHTS for Inhibitors of Vif-A3F Interactions: qHTS | 390,000 tested, 0.2% active | Potency, µM (doses to about 46.1 µM), without a hit: top-dose activity, negative = active | AID 602313, 2012 | HeLa A3F-eYFP + Vif (tagged APOBEC3F with the HIV-1 protein that degrades it), YFP fluorescence increase; further: potency means the concentration at half of the fitted maximal effect; % of control where 0% means no effect; nearly all actives have a fitted effect of over 65% in size
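Fluorescence increase (Ex 488/Em 500-530) after overnight compound treatment at 37 deg C flags inhibition of Vif-driven A3F-eYFP loss in stable HeLa A3F-eYFP/Vif cells seeded overnight beforehand.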
RXFP1 ag: qHTS Assay for Agonists of the Relaxin Receptor RXFP1 | Relaxin receptor 1 (Homo sapiens), Q9HBX9 | HEK293T-RXFP1 cAMP TR-FRET, 30 min; response scale: percent of porcine relaxin response, buffer zero | Potency, µM (doses to about 57.5 µM), inactives show top-dose activation, most hits filed as activators | 370,000 tested, 0.3% active | AID 2676, 2010; further: potency means the concentration at half of the fitted maximal effect; on the % scale 0 is the no-effect control and ±100 the full control effect; nearly all actives have a fitted effect of over 60% in size; many of its hits are not listed in these tables
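HEK293 cells stably expressing RXFP1, treated 30 min at 37C with compounds plus PDE4 inhibitor Ro 20174; cAMP measured by HTRF TR-FRET. Normalized to buffer and 29 nM porcine relaxin; EC50 by Hill fit.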
D1 antag: Antagonist of Human D 1 Dopamine Receptor: qHTS; D(1A) dopamine receptor (Homo sapiens), P21728; HEK293 TREx D1 cells, calcium flux, dopamine EC80; hits give low values; activity change, negative = inhibition, % at 10 µM; 360,000 tested, 3.2% active; AID 504652, 2011; in the data active means activity change below about -30%; further: on the % scale 0 is the no-effect control and ±100 the full control effect
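Using tetracycline-induced force-coupled D1 Hek293 cells and a calcium dye, signals were followed for 180 s after compound, then for 180 s after EC80 dopamine, to detect inhibitors.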
D1 agonist: Allosteric Agonists of the Human D1 Dopamine Receptor: qHTS. HEK293 T-REx D1 cells, calcium flux, agonist mode. activation, % at 2 µM. 360,000 tested, 1% active. AID 504660, 2011; in the data active means activation above about 30%; further: 0% is about no effect
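Inducible HEK293 T-REx D1 cells, force-coupled to calcium signalling, were plated at 4000 cells/well with tetracycline and held overnight at 30 C. After no-wash calcium dye loading, compound-evoked calcium rise over 180 s flagged agonists.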
* marks the source's active call; other numbers are inactive results; ? = inconclusive; nt = not tested or not shown; & = joins results of further samples. Unless noted, the call rests on the fitted dose curve; in most records, active means well fitted curve in the direction sought with a large enough effect; inconclusive means small, poorly fitted or top-dose-only effect, or another doubt; inactive means no such curve, though single readings can be large; an effect the other way counts as inactive or inconclusive. Some of the compounds tested, so the mix of outcomes need not match the whole.

SMILES	Vif-APOBEC3G blk	LDHA block	D1 potentiator	Glioma ERSR ind	D2 PAM	Vif-A3F inh	RXFP1 ag	D1 antag	D1 agonist
CCN(CC)C(=O)c1cccc(NC(=O)c2ccccc2OCc2c(C)noc2C)c1	1%	5	10	7%	6	1%	0.1%	10	1
O=C(Nc1nnc(COc2ccccc2)s1)C1CCN(S(=O)(=O)c2ccc(Cl)cc2)CC1	3%	-8	2	?	4	-11%	3.2%	-17	3
COc1ccc(-c2nc(CSCC(=O)N3CCN(C)CC3)c(C)o2)cc1OC	1%	-12	-5	-7%	-2	-3%	2.2%	-5	1
COC(=O)C1=C(C)N(Cc2ccccc2)C(=O)/C1=C\c1ccco1	-14%	5	-11	-3%	-16	?	1.4%	-29	1
OC(c1ccccc1)C(CN1CCOCC1)c1ccccc1 (stereo not drawn)	0%	-2	6	-3%	5	1%	2.9%	1	2
CCCc1[nH]nc2c1C(CCC)C(C#N)=C(N)O2 (stereo not drawn)	0%	-2	2	-2%	10	-2%	-1.3%	-9	2
Cc1cc(C)c2ccc3c(C)c(C)nc3c2[nH]1	-14%	-7	-4	2%	14	-28%	1.6%	-47*	5
Cc1cccc(NC(=O)CN2C(=O)NC(Cc3ccccc3)C2=O)c1 (stereo not drawn)	-3%	-6	0	1%	-6	-7%	0.6%	-1	-1
CN(C(=O)CN1CCN(c2ccccc2F)CC1)C1CCCc2ccccc21 (stereo not drawn)	3%	-1	2	-6%	-16	-5%	0.5%	10	0
CC(C)CN(Cc1c(O)ccc2c(=O)c(-c3ccccc3)coc12)CC(C)C	-10%	2	-5	0%	-4	1%	1.4%	3	1
Cc1ccc(S(=O)(=O)N2CCCCC2)cc1NS(=O)(=O)c1ccccc1F	-8%	-3	nt	-3%	nt	1%	nt	nt	nt
O=C(O)c1[nH]c2ccccc2c1C(c1c(F)cccc1Cl)c1c(C(=O)O)[nH]c2ccccc12	0%	-6	-4	0%	0	5%	0.9%	7	1
CCOC(=O)C1CCCN(Cc2nc(Cc3cccc(F)c3)no2)C1 (stereo not drawn)	0%	-15	-2	1%	-4	1%	0.9%	-12	1
CCOc1ccc(C/C(O)=C2\C(=O)CC(C)(C)CC2=NCC(=O)O)cc1OCC	7%	-20	-3	-1%	4	-18%	-0.5%	13	1
CCOC(=O)N1CCN(C(=O)c2ccccc2NC(=O)c2ccc(C(C)(C)C)cc2)CC1	0%	-7	4	8%	-5	3%	0.7%	3	1
Cc1cc(=O)oc2c(C)c(OCC(=O)NCCN3CCOCC3)ccc12	-2%	-5&20	-1	6%	-3	2%	11%	7	0
O=C(CN1C(=O)S/C(=C\c2ccccc2F)C1=O)Nc1ccccc1O	-20%	0	-2	5%	-2	?	0.0%	0	7
CN(C)Cc1ccccc1CNC(=O)c1cccc(S(=O)(=O)Nc2ccc3c(c2)OCO3)c1	0%	10	nt	2%	nt	0%	nt	nt	nt
COc1ccccc1Cn1[nH]nnc1=S	-1%	-6	-3	-10%	5	0%	0.1%	11	3
Cc1ccc(NC(=O)c2cc(N3C(=O)C4CC=CCC4C3=O)ccc2N2CCCCC2)cc1 (stereo not drawn)	3%	3	-3	-6%	12	0%	4.4%	-4	2
Cc1cc(C)c(NC(=O)CN2C(=O)NC3(CCCCC3)C2=O)c(Cl)c1	1%	-10	-2	-1%	-8	-7%	0.1%	2	3
CCC1CCCCN1C(=S)Nc1cccc(S(=O)(=O)N(C)C)c1 (stereo not drawn)	1%	-6	9	-1%	-10	8%	2.9%	-12	5
O=S(=O)(Nc1ncccn1)c1ccc(NC(=S)NCCc2ccccc2)cc1	-12%	-13	-3	-4%	-2	0%	0.2%	-18	4
Cc1ccc(NC(=O)C2CCCN(S(=O)(=O)c3cccs3)C2)c(C)c1 (stereo not drawn)	-4%	-6	3	2%	16	-2%	1.7%	1	1
Fc1ccc(C2=Nc3cccc4cccc(c34)N2)cc1	0%	3	-6	0%	-8	8%	1.2%	-13	0
CCOc1ccc(S(=O)(=O)NCCC(=O)Nc2ccncc2)cc1	1%	-6	5	-2%	1	-18%	0.4%	11	1
Oc1ccc(-n2cccc2/C=N/n2cnnc2)cc1	-7%	-4	-4	2%	-2	4%	-0.3%	5	1
O=C(NCCC1=CCCCC1)c1cc(S(=O)(=O)N2CCCCC2)ccc1Cl	-4%	-1	-5	-3%	-1	4%	0.0%	-9	0
CCOc1ccccc1CNS(=O)(=O)c1cnc[nH]1	-1%	-4	-5	1%	-1	-11%	-0.4%	-14	0
O=C(Cn1cc(COc2ccccc2[N+](=O)[O-])nn1)c1ccc(O)cc1	-1%	0	nt	-1%	nt	7%	nt	nt	nt
CC(=O)Nc1nc(SCCCc2ccccc2)n[nH]1	0%	-5	2	-3%	2	-7%	1.3%	1	2
O=C(Cc1ccc(F)cc1)N1CCC(c2nc3c(nnn3Cc3ccc(Cl)cc3)c(=O)[nH]2)CC1	1%	3	-2	2%	3	1%	-0.9%	8	0
COc1ccc(CNCCS(=O)(=O)NCc2ccc(OC)cc2)cc1	1%	-1	nt	-1%	nt	3%	nt	nt	nt
O=c1cc2oc3cc(O)c(O)cc3c(-c3ccccc3[N+](=O)[O-])c-2cc1O	-8%	14	7	-4%	24	2%	-9.5%	-4	2
O=C1c2ccc(-c3ccc(Cl)c(C(F)(F)F)c3)cc2S(=O)(=O)c2cccc(C(=O)N3CCN(c4ccc(Cl)cn4)CC3)c21	0%	-2	nt	-3%	nt	-1%	nt	nt	nt
O=C(Nc1ccccc1N1CCOCC1)c1ccccc1NS(=O)(=O)c1ccc(F)c(F)c1	0%	-1	0	-4%	6	nt	2.4%	-5	11
COc1cccc(C2NC(=O)CCC2[N+](=O)[O-])c1 (stereo not drawn)	-1%	-4	-8	-3%	-1	-21%	-2.3%	7	1
CCOc1ccc(NC(=O)c2cc(=O)c3cc(CC)ccc3o2)cc1	-2%	-18&-7	0	-2%	nt	-9%	-2.4%	2	1
CSc1ncc(CN2CCCC(C(=O)c3ccc(C(C)(C)C)cc3)C2)cn1 (stereo not drawn)	2%	0	3	2%	7	-12%	2.2%	-1	2
CCOc1ccc(C(=O)NCC(c2ccc3c(c2)OCO3)N2CCN(c3ccc(F)cc3)CC2)cc1 (stereo not drawn)	5%	-2	-1	-4%	-12	4%	1.1%	10	1
O=C(Nc1cccc(C(=O)N2CCOCC2)c1)c1cncc(Br)c1	0%	-17	1	-4%	17	nt	1.8%	7	3
CCc1ccccc1NS(=O)(=O)c1ccc(-c2coc(C)n2)cc1	-3%	-1	-4	-4%	-3	-2%	-2.6%	-27	10
C[C@H](NC(=O)OCc1ccccc1)C(=O)N[C@@H](Cc1c[nH]c2ccccc12)C(=O)O	3%	-6	-2	1%	3	-9%	1.6%	-3	0
CCCCN(CCCNC(=O)c1cc(Nc2ccc(OC)c(OC)c2)nc2ccccc12)c1ccccc1	-1%	1	-1	-5%	-6	3%	5.3%	-9	0
CCC(=O)NC(c1ccccc1OC)c1ccc2cccnc2c1O (stereo not drawn)	-6%	16	-3	?	-7	0%	-1.5%	16	0
NS(=O)(=O)c1cccc(NC(=O)COC(=O)CN2C(=O)c3ccccc3C2=O)c1	-2%	-3	2	-5%	-8	-3%	-0.6%	-6	3
CCOCCCNC(=O)C(NC(=O)c1cnccn1)c1ccc(OC)cc1 (stereo not drawn)	1%	-11	3	-2%	7	-2%	-0.5%	15	0
COC(=O)c1ccc(C2/C(=C(/O)c3ccc(OC)cc3)C(=O)C(=O)N2CC2CCCO2)cc1 (stereo not drawn)	-1%	-12	1	-2%	15	0%	14%	-9	3
CC(C)NC(=O)CNc1ccc(C(F)(F)F)cc1[N+](=O)[O-]	9%	-2	-14	3%	4	7%	0.2%	-30*	2
COc1ccc(Cl)cc1NCCC(O)c1ccc(F)cc1 (stereo not drawn)	6%	1	-12	-1%	2	0%	4.3%	-10	1
Cc1ccc(Cl)cc1NS(=O)(=O)Cc1ccccc1	-1%	-1	24	-4%	4	6%	-0.6%	-10	3
CC(C)N(C(=O)Cn1cc(SCC(N)=O)c2ccccc21)C(C)C	3%	-3	-8	-7%	-2	0%	0.5%	1	3
COc1cc(S(=O)(=O)N2CCCN(C)CC2)ccc1NC(C)=O	-10%	-6	-5	-7%	4	-12%	-1.6%	-15	3
CCCCC(=O)Nc1ccc2nc(SCC(=O)N3CCOCC3)sc2c1	-1%	3	0	-2%	-9	2%	3.3%	-7	5
Cc1nc(SCc2ccc(Cl)cc2)c(C#N)c(C)c1Cl	4%	-7	-2	-4%	nt	5%	-2.6%	-4	1
CCCc1cc(=O)oc2c(C)c(OC3CCCCC3=O)ccc12 (stereo not drawn)	0%	-2	3	6%	7	-12%	0.7%	6	0

In another format: entries from further up
SMILES,Vif-APOBEC3G blk,LDHA block,D1 potentiator,Glioma ERSR ind,D2 PAM,Vif-A3F inh,RXFP1 ag,D1 antag,D1 agonist
OC(c1ccccc1)C(CN1CCOCC1)c1ccccc1 (stereo not drawn),0%,-2,6,-3%,5,1%,2.9%,1,2
CCCc1[nH]nc2c1C(CCC)C(C#N)=C(N)O2 (stereo not drawn),0%,-2,2,-2%,10,-2%,-1.3%,-9,2
Cc1cc(C)c2ccc3c(C)c(C)nc3c2[nH]1,-14%,-7,-4,2%,14,-28%,1.6%,-47*,5

From PubChem
